Bioassay records (PubChem BioAssay)
GLD-1 TGE inh: GLD-1/TGE RNA complex disruptors, primary screen, biochemical, fluorescence polarization; 320,000 compounds, 0.44% hits; AID 2280, 2010; purified GLD-1 + fluorescein TGE RNA; Female germline-specific tumor suppressor gld-1 (Caenorhabditis elegans), Q17339; inhibition, % at 5.96 µM;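 active = percent inhibition above a per-plate cutoff, the plate mean of test compounds plus 3 SD, cut at about 30% in these data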;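 note: 0% = DMSO wells with GLD-1 and probe and 100% = wells lacking GLD-1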
CR mimetic SO: reduction of superoxide in aged yeast, primary screen, HTS | S. cerevisiae aged cells, superoxide DHE fluorescence; hits give low values | superoxide response (% of plate mean), % at 10 µM | 330,000 compounds, 0.18% hits | AID 2690, 2010;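 active = superoxide response under a set limit, about three screen SD below normal, cut at about 65% in these data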;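 note: yeast aged for seven days with compound at 30 °C before DHE staining; 100% = average MFI of all compound-treated wells on the plate with controls excluded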
VLA-4 inh: inhibition in human VLA-4 binding assay, primary screen, VLA-4 allosteric modulator project, MLPCN library, flow cytometry, VLA-4 expressing cells | AID 2557, 2010 | 330,000 compounds, 0.2% hits | ligand binding flow cytometry | inhibition, % (about 7 µM as worked out from the volumes in the protocol) | Integrin alpha-4 (Homo sapiens), P13612; in the data active = inhibition above about 50%
Target sequence (P13612 whole entry, looked up): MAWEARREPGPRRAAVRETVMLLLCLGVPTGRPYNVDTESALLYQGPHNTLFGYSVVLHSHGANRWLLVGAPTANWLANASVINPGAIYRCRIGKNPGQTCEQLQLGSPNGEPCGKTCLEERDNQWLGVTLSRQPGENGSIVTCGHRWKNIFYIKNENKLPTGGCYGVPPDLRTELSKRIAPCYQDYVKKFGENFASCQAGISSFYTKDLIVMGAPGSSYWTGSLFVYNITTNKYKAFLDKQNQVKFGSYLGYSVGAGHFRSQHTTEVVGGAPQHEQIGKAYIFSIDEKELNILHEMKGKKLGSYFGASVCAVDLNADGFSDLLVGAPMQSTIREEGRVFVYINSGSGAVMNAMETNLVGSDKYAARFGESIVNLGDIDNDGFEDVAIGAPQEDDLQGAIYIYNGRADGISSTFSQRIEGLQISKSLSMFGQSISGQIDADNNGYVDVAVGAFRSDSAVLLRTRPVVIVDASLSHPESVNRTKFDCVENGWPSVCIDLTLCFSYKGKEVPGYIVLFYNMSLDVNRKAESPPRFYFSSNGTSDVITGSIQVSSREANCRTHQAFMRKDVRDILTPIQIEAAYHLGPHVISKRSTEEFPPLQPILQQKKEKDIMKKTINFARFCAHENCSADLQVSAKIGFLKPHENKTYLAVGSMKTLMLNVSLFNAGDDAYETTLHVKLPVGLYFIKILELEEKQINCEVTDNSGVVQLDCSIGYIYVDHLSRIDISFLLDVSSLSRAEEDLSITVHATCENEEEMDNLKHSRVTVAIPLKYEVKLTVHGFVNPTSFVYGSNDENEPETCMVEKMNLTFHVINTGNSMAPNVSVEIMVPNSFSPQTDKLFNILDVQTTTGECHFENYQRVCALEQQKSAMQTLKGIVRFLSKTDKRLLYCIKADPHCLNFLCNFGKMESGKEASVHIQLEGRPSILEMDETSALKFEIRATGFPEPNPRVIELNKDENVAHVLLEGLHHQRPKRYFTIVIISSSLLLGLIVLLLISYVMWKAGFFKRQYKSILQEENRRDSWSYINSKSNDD
GRK2 aptamer HTS: compounds blocking aptamer binding on GRK2 – biochemical, human GRK2, bead flow cytometry, HTS, primary screen; Beta-adrenergic receptor kinase 1 (Homo sapiens), P25098; FAM-aptamer displacement from GRK2; inhibition of aptamer binding, % at 10 µM; 330,000 compounds, 0.59% hits; AID 488847, 2010;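 active = inhibition of aptamer binding above 40%, roughly 3 SD of noise, on plates passing a quality check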;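 note: median bead fluorescence of bound FAM aptamer so fluorescent compounds give negative values; no value below 0 was filed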
AGP1 TOR yeast: modulators of AGP1-GFP expression in yeast TOR pathway, primary screen, cell-based, multiplex flow cytometry, S. cerevisiae, MLPCN library; 3 h; GFP as percent of DMSO wells; GFP response vs DMSO, % at 10 µM; 320,000 compounds, 0.02% hits; AID 2066, 2009;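 active = GFP response relative to DMSO above a set limit, near screen average plus 3 SD, cut at about 150% in these data; inconclusive = fewer than 70 cells counted for the yeast strain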;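 note: median GFP channel fluorescence of the gated AGP1 strain per well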
CIT2-GFP yeast: modulators of CIT2-GFP expression in yeast, primary screen, S. cerevisiae, GFP fusion, multiplex flow cytometry, MLPCN library; 320,000 compounds, 0.065% hits; S. cerevisiae CIT2-GFP strain, 3 h; 100 means same as DMSO wells; AID 2029, 2009; GFP response vs DMSO, % at 10 µM;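 active = GFP response relative to DMSO above a set limit, near the screen mean plus 3 SD, cut at about 150% in these data; inconclusive = Fewer than 70 cells measured for a yeast strain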;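 note: ratio of well median GFP fluorescence to mean of DMSO wells on the plate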
MCL1-BIM inh: inhibitors of MCL1 binding to BIM-BH3, primary screen, biochemical, fluorescence polarization; Induced myeloid leukemia cell differentiation protein Mcl-1 (Homo sapiens), Q07820; 320,000 compounds, 0.68% hits; GST-MCL1 / FITC-Bim-BH3 fluorescence polarization; inhibition, % at 10.9 µM;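 active = inhibition above the mean inhibition of all tested compounds plus 3 SD, set per campaign, cut at about 40% in these data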;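 note: 0% = DMSO wells and 100% = unlabeled Bim-BH3 peptide control; higher means more loss of mP so more displacement of Bim peptide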
BCLXL inh: inhibitors of human Bcl-xL, primary screen, biochemical, fluorescence polarization, HTS | Bcl-2-like protein 1 (Homo sapiens), Q07817 | GST-Bcl-xL / FITC-Bim BH3 peptide fluorescence polarization | inhibition, % at 10.9 µM | 320,000 compounds, 0.7% hits;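 active = inhibition above the mean of all tested compounds plus 3 SD, cutoff set per campaign, cut at about 30% in these data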;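 note: 0% = DMSO wells and 100% = unlabeled Bim-BH3 peptide competitor; inhibitors lower millipolarization by displacing the labeled peptide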
MEX-5 binding: MEX-5 zinc finger RNA-binding disruptors – biochemical, C. elegans, fluorescence polarization, MLPCN library, primary screen; Zinc finger protein mex-5 (Caenorhabditis elegans), Q9XUB2; MEX-5/FITC-TCR2 RNA binding; hits give low values; activity score (negative = inhibition of binding), % at 10 µM; 300,000 compounds, 0.38% hits;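 active = inhibition past about -25% in most replicates, and total fluorescence under double the plate's negative control median, limit read from the data; inconclusive = replicates evenly split on the limit, or fluorescence at least double controls; inactive = too little inhibition in most replicates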;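 note: 0% = DMSO and -100% = 5 µM competing unlabeled TCR2 RNA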
* = called active by the depositor; ? = inconclusive; · = no result given; [ ] = another dose, or the depositor's remark.

SMILES	GLD-1 TGE inh	CR mimetic SO	VLA-4 inh	GRK2 aptamer HTS	AGP1 TOR yeast	CIT2-GFP yeast	MCL1-BIM inh	BCLXL inh	MEX-5 binding
COc1ccc(OC)c(S(=O)(=O)N2CCC(C(=O)NCc3ccncc3)CC2)c1	-2	102	-7	0	90	90	-1	0	-1.7
CC(C)OC(=O)CSc1nnc(-c2ccc(C(C)(C)C)cc2)n1N	7	95	-12	2	112	107	-6	-16	-1.1
Cc1c(Br)cc(C(=O)NCc2ccco2)c(C)c1C	7	95	20	2	102	101	9	8	-1.7
CCN(CC)CCC(=O)c1ccc(F)cc1	-1	98	10	1	96	93	3	7	2.1
CCc1nnc(NC(=O)CCN(c2ccc(C)cc2)S(=O)(=O)c2ccccc2)s1	5	95	-5	0	90	91	-5	5	-0.1
O=C(NCc1ccccc1Cl)c1cccc2c1C(=O)c1ccc(-c3ccc(OC(F)(F)F)cc3)cc1S2(=O)=O	-3	86	6	0	88	92	·	·	·
Cn1c(CCN2CCN(c3ccc(F)cc3)CC2)nc2cc(NC(=O)c3ccco3)ccc21	8	97	-2	0	106	93	6	4	0.0
Cc1ccc(N2C(=O)c3ccccc3C2Nc2ccc(S(=O)(=O)N3CCCCC3)cc2)nc1 (stereo not given)	-3	97	-16	0	88	91	8	0	0.9
CCC(=O)OCc1c(C(F)(F)F)nn(C)c1Sc1ccc(F)cc1	4	105	7	0	104	102	-2	2	-1.6
CC(=O)Nc1ccc(S(=O)(=O)N2CCN(C(=O)N3CCCCC3)CC2)cc1	5	104	0	·	97	99	0	2	0.4
c1ccc(N2CCN(c3ncnc4scc(-c5cccs5)c34)CC2)cc1	-5	85	0	0	100	100	-2	2	·
CCOc1ccc(-c2cc(C(=O)NCCCN3CCCC3)c3ccccc3n2)cc1	2	98	-4	0	106	108	6	5	-2.9
Cc1oc(-c2ccc(C(F)(F)F)cc2)nc1CN(Cc1ccccn1)C[C@@H]1CCC(=O)N1	-2	104	0	0	107	103	6	2	-3.7
CSc1ncccc1C(=O)Nc1ccc(F)c(F)c1F	-1	96	13	0	100	98	-2	3	0.3
CCOC(=O)c1ccc(N2CCN(c3cc(C)ccc3C)CC2)c(N)c1	8	92	-20	3	70[may fluoresce violet]	?	8	5	3.2
Cc1nc2c(cc1C(=O)N/N=C/c1ccc(O)c(O)c1)c(=O)n(C)c(=O)n2C	-2	107	18	3	102	106	22	10	2.0
COc1ccc(NC(=O)CCc2ccc(OC)c(OC)c2)cn1	12	109	1	0	90	98	12	19	-2.4
COc1ccc(NC(=O)C/C(C)=N/NC(=O)c2cnccn2)cc1	4	86	8	2	106	99	2	0	-0.6
O=C(c1cc(-c2ccc(F)cc2)on1)N1CCOCC1	-5	98	-2	0	96	94	1	3	2.2
CCc1ccc(OCC(O)CN2CCC(CN3C(=O)c4cccc5cccc(c45)C3=O)CC2)cc1 (stereo not given)	-2	85	10	0	89	91	4	0	-2.4
C=CCNC(=S)/C(=C(/[O-])c1ccc([N+](=O)[O-])cc1)[n+]1ccccc1	-5	104	0	0	85	83	9	6	-1.6
O=S(=O)(c1ccc(SCc2ccccc2)nc1)N1CCCCC1	-1	108	16	0	103	102	0	1	·
O=C(NCCCN1CCOCC1)c1cc2c(s1)CCCC2	2	99	2	0	104	98	6	5	-3.2
O=C(Nc1ccc(-c2noc(-c3ccccc3F)n2)cc1)c1cccs1	-1	101	15	2	110	87	2	3	-1.5
N/C(=N\OC(=O)CCCN1C(=O)c2ccccc2C1=O)c1ccccn1	3	87	-11	0	83	·	6	12	1.4
Cc1cccc(NC(=S)/N=C(\N)Nc2nc(C)c3cc(C)ccc3n2)c1	3	108	2	0	81	83	7	2	0.4
Cc1ccc(C(=O)Oc2ccc(C(=S)N3CCOCC3)cc2)cc1	-1	86	-2	3	90	90	5	-5	-0.4
Cc1ccc(-c2cc(C(=O)NNC(=O)c3csc(N4CCOCC4)n3)c3ccccc3n2)cc1	-5	92	-10	0	92	93	10	2	·
COC(=O)/C(=C\Nc1cccc(Cl)c1C)c1ncc(C(F)(F)F)cc1Cl	-3	98	3	0	106	99	-9	-2	2.6
Cc1nc(SCC(=O)NCc2cccs2)nc(C)c1C	-3	107	11	0	102	100	-9	2	-0.9
Cc1ccc(NC(=O)C(C)OC(=O)/C=C/c2ccccc2)cc1 (stereo not given)	10	130	-6	0	88	102	-3	-5	0.7
O=C(COc1ccc(F)cc1)Nc1nc2c(s1)CCCC2	4	100	10	0	88	89	1	5	-0.1
COc1ccc(-c2c(C#N)c(SCc3c(C)noc3C)nc3c2C(=O)CC(C)(C)C3)cc1	-1	113	-1	2	98	98	8	3	-0.8
COc1ccccc1NS(=O)(=O)c1cccc(NC(=O)c2cc3ccccc3oc2=O)c1	-3	98	9	2	91	100	7	2	3.1
COc1ccc(C(=O)CC(=O)c2ccc(F)cc2)cc1	6	93	-6	0	94	101	-11	-11	-2.2
c1ccc(CSc2ncnc3sccc23)cc1	-8	89	9	0	102	99	2	1	-1.4
CCOC(=O)c1nnsc1Nc1ccc(C)c(C)c1	1	96	11	0	87	85	-31	-34	-1.5
O=C(CCc1ccccc1)Nc1ccc(S(=O)(=O)N2CCOCC2)cc1	8	112	6	5	105	99	0	-2	-0.4
CCc1cccc(C)c1NC(=O)CN1C(=O)c2ccccc2S1(=O)=O	-1	91	37	3	94	87	6	2	3.0
O=C(CC(C(=O)O)c1cccc(Cl)c1Cl)c1ccccc1 (stereo not given)	-5	84	-5	1	97	96	1	2	1.0
CCCS(=O)(=O)c1nc(S(=O)(=O)c2ccc(C)cc2)c(NCCN2CCOCC2)s1	-8	117	1	0	99	107	0	-2	0.3
CN1/C(=C/C(=O)c2nc(S(C)(=O)=O)ncc2Cl)C(C)(C)c2ccccc21	-1	91	-152	1	96	92	1	3	3.9
Cc1ccc(C(C(=O)NC2CCCC2)N(C(=O)c2csnn2)C2CCCC2)o1 (stereo not given)	8	80	8	7	105	105	-4	3	-2.9
O=C(CNC(=O)c1ccccc1F)N/N=C/c1ccco1	5	84	9	1	97	94	2	1	0.1
COc1ccc(/C=C(/NC(=O)c2ccccc2)C(=O)N2CCCCC2)cc1OC	-4	104	12	0	101	101	8	4	1.2
COC(=O)CSc1nc2[nH]ncc2c(=O)[nH]1	-7	134	18	7	98	101	-6	4	2.0
CCOC(=O)C1=C(C)OC(N)=C(C#N)C1c1cc(SCC)oc1C (stereo not given)	18	97	-9	0	98	91	9	11	-0.5
O=C(O)c1ccccc1N(c1ccccc1)c1ccccc1	8	103	2	4	91	91	19	12	?
CN(CC(=O)Nc1ccccc1Cl)C1CCCCC1	-2	101	-17	0	100	102	3	8	-0.8
O=C(Cc1ccccc1)Nc1ccc(N2CCCC2)cc1	-24	90	9	0	97	93	-10	-9	0.3
The results go on:
SMILES	GLD-1 TGE inh	CR mimetic SO	VLA-4 inh	GRK2 aptamer HTS	AGP1 TOR yeast	CIT2-GFP yeast	MCL1-BIM inh	BCLXL inh	MEX-5 binding
CCS(=O)(=O)N1Cc2ccccc2CC1C(=O)Nc1nc2c(C)cccc2s1 (stereo not given)	2	124	8	0	94	91	-7	0	4.0
S=C1NC2=C(CCCC2)C2(CCCCC2)N1	4	101	22	0	100	100	-5	-4	-2.1
COc1cccc(NC(=O)CC2Oc3ccccc3NC2=O)c1 (stereo not given)	-8	104	-10	0	100	100	7	2	-1.2
C/C(=N/NC(=O)c1cn(-c2cccc(C)n2)cn1)c1ccc(C)cc1	2	78	-7	0	23	104	16	9	-16
COc1ccc(CNCc2ccncc2)cc1OC	1	93	5	0	104	105	13	10	0.8
COc1cc(/C=C2\N=C(C)OC2=O)cc(Cl)c1OC(C)=O	1	98	2	1	94	109	2	7	0.5
O=C(NCCc1csc(-c2ccccc2)n1)c1cccs1	2	119	4	0	94	101	-1	0	-0.2
COc1ccccc1CNC(=O)C1Cc2ccccc2C(=O)O1 (stereo not given)	-3	100	-1	2	111	105	5	3	-0.8
OCC[C@@H]1C[C@@H](O)[C@H](O)[C@@]2(CCc3ccccc3CO2)O1	4	107	38	0	100	96	-1	0	2.1
O=C(CC1C(=O)NCCN1CC(c1ccccc1)c1ccccc1)NCCc1cn[nH]c1 (stereo not given)	3	104	7	1	107	104	7	13	2.9
CCc1ccc([C@@H]2CC=C(C(=O)O)[C@H](c3ccc(C(C)(C)C)cc3)N2S(=O)(=O)c2ccc(C)cc2)cc1	8	66	-25	0	92	92	·	·	·
COc1ccc2cnn(-c3ccccc3C)c(=O)c2c1OC	8	80	7	4	102	89	2	4	-1.4
CCOc1cc(C)ccc1OCc1nnc(SCC(=O)Nc2cccc(C(=O)O)c2)n1-c1ccccc1	-1	106	-2	1	100	99	-5	-2	2.3
O=C(c1cccc(S(=O)(=O)N2CCOCC2)c1)N1CCC(Cc2ccccc2)CC1	6	100	14	4	96	99	-4	2	·
CCN(C[C@H]1N[C@@](CC)(C(=O)OC)[C@H]2C(=O)N(Cc3ccccc3)C(=O)[C@@H]12)C(=O)C1CCCCC1	1	89	14	3	89	94	·	·	·
CCOC(=O)C1CCCC(NS(=O)(=O)c2ccc(NC(C)=O)cc2)C1 (stereo not given)	5	96	5	1	?	?	8	3	1.1
COC(=O)CCC(=O)NNC(=O)CCC(=O)Nc1cccc(Cl)c1C	0	85	-6	2	96	98	2	6	1.9
C/C(=N\Nc1cc(Cl)nc(C)n1)c1ccc(Cl)c(Cl)c1	2	95	17	5	101	99	12	6	0.4
Cc1nnc(NC(=O)c2ccc(F)c(S(=O)(=O)N3CCCCC3)c2)s1	-5	83	2	0	86	86	9	-1	1.1
CC(=O)c1sc2c(c1N)c(=O)[nH]c(=O)n2-c1ccccc1	-6	96	1	0	106	108	3	6	1.0
Cc1cc(Cl)ccc1NC(=S)NCc1ccc(Cl)cc1	0	123	10	7	96	90	12	-3	2.0
O=C(CC(c1ccccc1)c1ccccc1)Nc1ccc(C(=O)O)cc1	-9	81	-2	2	90	103	-4	0	-1.8
CC12CCC(C(=O)N(NC(=O)c3ccccc3Cl)C1=O)C2(C)C (stereo not given)	4	86	-19	2	96	92	-1	2	-0.4
CCC1Oc2ccc(C)cc2N(CC(=O)NCCCN2CCN(Cc3ccccc3)CC2)C1=O (stereo not given)	7	119	-2	0	92	88	-7	0	-1.0

Molecules from the list above that have a cyano group, in the order listed:
SMILES	GLD-1 TGE inh	CR mimetic SO	VLA-4 inh	GRK2 aptamer HTS	AGP1 TOR yeast	CIT2-GFP yeast	MCL1-BIM inh	BCLXL inh	MEX-5 binding
COc1ccc(-c2c(C#N)c(SCc3c(C)noc3C)nc3c2C(=O)CC(C)(C)C3)cc1	-1	113	-1	2	98	98	8	3	-0.8
CCOC(=O)C1=C(C)OC(N)=C(C#N)C1c1cc(SCC)oc1C (stereo not given)	18	97	-9	0	98	91	9	11	-0.5
